High-throughput results (PubChem)
KDM5B inhibitor: blocks human KDM5B histone demethylase activity | Q9UGL1 | KDM5B demethylase, FDH-coupled NADH fluorescence (FDH is formaldehyde dehydrogenase) | Potency, µM (doses to about 57.7 µM), without a hit: top-dose activity change, negative = inhibition, most hits filed as inhibitors | 220,000 compounds, 2.6% hits | AID 1347165; active = well fitted inhibition curve with a large enough effect; inconclusive = small, poorly fitted or top-dose-only effect; inactive = no such curve, though single readings can be large or run the other way; note: 0% is about no effect; nearly all actives have a fitted effect of over 70% in size
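Compound dilutions met 200 nM (final) KDM5BΔAP for 10 min at room temperature before substrate addition. The substrate mix held 12.5 µM H3K4me3 with cofactors 25 µM α-ketoglutarate and 50 µM Fe²⁺. NADH signal gain over 30 min defined activity.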
Active calls of the source: *; i = inactive; ? = inconclusive; [ ] = remark or other dose. Potency is the fitted concentration of half-maximal effect. The list is partial, so the mix of outcomes need not match the whole.

canonical_smiles	KDM5B inhibitor
CCC(C)NC(=O)Cc1ccc2c(c1)CCCC2 (stereo not given)	28%
CCOc1ccc(-c2cc(-c3nc(-c4cc(OC)c(OC)c(OC)c4)no3)[nH]n2)cc1Cl	15%
COc1ccccc1C(=O)N1CCN(c2oc(-c3cccc(C)c3)nc2C#N)CC1	?
Cc1ccc(S(=O)(=O)n2nccc2-c2c(-c3ccccc3)noc2C)cc1	5%
N#Cc1ccc(CSc2nccc(C(F)(F)F)n2)cc1	-6%
COc1ccccc1NC(=O)c1sc2nc(C)c(C(=O)Nc3ccc(C)cc3C)c(-c3ccc(C)o3)c2c1N	?
CCC(=O)N1CCC(Cn2c(C)cnc2C2CC2)CC1	-11%
CC1=C[C@@H](CNS(C)(=O)=O)[C@H](C(C)C)C[C@H]1Cc1nnc(-c2ccccc2F)o1	?
Cc1c(Cc2ccccc2)c(=O)oc2cc(O)ccc12	?
O=C(Nc1ccc(Oc2ccccc2)cc1)c1ccc[n+]([O-])c1	28%
CN(C)C[C@@H]1CN(C2CCOCC2)C[C@H]1NC(=O)c1n[nH]c2ccccc12	22µM*
O=C(CSc1nnc(Cc2cc(=O)[nH]c(=O)[nH]2)n1-c1ccc(F)cc1)c1ccc(Cl)cc1	-10%
Cc1ccc(C)c(OCC(=O)c2ccc3c(c2)N(CCCC(=O)N2CCOCC2)C(=O)CO3)c1C	-6%
COc1cc(-n2cnnn2)cc(-n2ccnc2-c2cc3n(n2)CCNC3)c1	-24%
CCOc1ccc(NC(=O)CC2Sc3ccccc3NC2=O)cc1 (stereo not given)	-15%
COc1ccccc1C1CC(=O)NC(C)=C1C(=O)OC1CCCCCC1 (stereo not given)	-3%
CCCNC(=O)c1cc(C)nc2ccccc12	16%
CC(=O)Nc1nonc1-c1nnc(SCc2cccc(Br)c2)n1C	16%
CNC(=O)NC(=O)C(C)Sc1ccc2ccccc2n1 (stereo not given)	8%
O=C(CCCn1c(=O)oc2ccccc21)Nc1ccc(-c2nnc3n2CCCCC3)cc1	16%
COc1ccc2c(c1)cc(C(=O)Nc1ccccc1C)n2C	?
COc1ccc(CN(C)S(=O)(=O)c2ccc3c(c2)OCCO3)cc1	11%
COc1ncccc1CNC[C@H]1O[C@@H]2C[C@@H](CC(=O)NC(C)C)O[C@@H]2[C@@H]1O	32%[86.2 µM]
COc1ccc(CNC(=O)C(C)C2CCOCC2)cc1 (stereo not given)	-7%
Cc1ccc(C)c(N2CCN(C(=O)CCCn3ncn4c(cc5occc54)c3=O)CC2)c1	-12%
CCn1nccc1C(=O)N1CCCn2cc(-c3ccccc3)nc21	?
CO[C@H]1C(=O)N(C2CCN(C(=O)c3ccnn3C)CC2)[C@H]1c1ccncc1	20%
COC(=O)[C@@H]1Cc2ncn(Cc3ccc(OC)cc3)c2CN1Cc1cccc(C#N)c1	?
O=C(CSc1nnc2ccc(-c3ccccn3)nn12)N1CCN(c2ccccc2)CC1	-6%
COc1ccccc1C(O)c1nc(Nc2ccc(C(C)C)cc2)n[nH]1 (stereo not given)	-15%[86.2 µM]

Of the compounds above, these have fluorine.
canonical_smiles	KDM5B inhibitor
N#Cc1ccc(CSc2nccc(C(F)(F)F)n2)cc1	-6%
CC1=C[C@@H](CNS(C)(=O)=O)[C@H](C(C)C)C[C@H]1Cc1nnc(-c2ccccc2F)o1	?
O=C(CSc1nnc(Cc2cc(=O)[nH]c(=O)[nH]2)n1-c1ccc(F)cc1)c1ccc(Cl)cc1	-10%

The listing continues.
canonical_smiles	KDM5B inhibitor
CC(CNC(=O)c1ccc2c(c1)nc1n2CCCC1)c1ccccc1 (stereo not given)	-13%
CCC(Sc1ncc(S(=O)(=O)c2ccc(C)cc2)c(=O)[nH]1)C(=O)Nc1cc(C)ccc1C (stereo not given)	?
CCc1noc(CN2CCC3(CC2)CN(CCc2ccccc2)C(=O)O3)n1	?
O=C(COc1ccc(Br)cc1)Nc1nc(-c2cccnc2)cs1	-1%
CCOC(=O)c1c(C)[nH]c(C(=O)COc2ccc3c(C)cc(=O)oc3c2)c1C	?
CN(C)C(=O)N1CCCC(c2nc(-c3ccccc3)no2)CCNC(=O)CC1 (stereo not given)	15%
CCS(=O)(=O)Nc1cccc(C2=NN(S(=O)(=O)c3ccccc3)C(c3ccco3)C2)c1 (stereo not given)	21%
CC(C)(C)C(=O)N(Cc1ccc(Cl)cc1)Cc1cccnc1	-3%
CCCN1C(=O)Cc2ccccc2C1C(=O)NCc1cccc(C)c1 (stereo not given)	-26%
COc1ccc(CNc2nc3c(-c4ccc(C)cc4)nnn3c3ccccc23)cc1	?

3 entries from above in another layout:
CCOC(=O)c1c(C)[nH]c(C(=O)COc2ccc3c(C)cc(=O)oc3c2)c1C
  KDM5B inhibitor = ?
O=C(COc1ccc(Br)cc1)Nc1nc(-c2cccnc2)cs1
  KDM5B inhibitor = -1%
COc1ccc(CNc2nc3c(-c4ccc(C)cc4)nnn3c3ccccc23)cc1
  KDM5B inhibitor = ?

Further records follow:
canonical_smiles	KDM5B inhibitor
COc1cc(NS(=O)(=O)c2cc(-c3cnc(C)o3)ccc2C)cc(OC)c1	-11%
Cc1cc(C(=O)NC(C)CCCC(C)C)c2ccccc2n1 (stereo not given)	-1%
COCCN1CCC2(CCC1=O)CCN(C(=O)Nc1ccc(C)cc1C)CC2	20%
Cc1nc2cc(C(=O)NCCC3=CCCCC3)ccc2n1-c1ccc(Br)cc1	-21%
O=C(Nc1cc(F)c(F)c(F)c1)N1CCC(N2CC3CC(C2)[C@H]2CCCC(=O)N2C3)CC1 (stereo not given in full)	?
COCCOC1CN(C2CCN(CC3CCCCC3)CC2)C12CCCCC2 (stereo not given)	-1%
O=C(NCc1ccncc1)C1CN(Cc2ccc(Br)cc2)CC12CCOCC2 (stereo not given)	-6%
CNC(=O)c1c(-c2cnn(C)c2NCCc2ccccc2)noc1C	4%[86.2 µM]
Cc1cc(C)n(-c2cc(NC3CCCCCC3)ncn2)n1	21%
Cc1ccc(C(=O)/C(=C\c2ccc(Cl)cc2)c2nc3ccccc3o2)cc1	-4%
CC(=O)c1ccc(N2CCN(C(=O)C3CCN(S(=O)(=O)c4ccc(Br)s4)CC3)CC2)cc1	?
Cc1cccc(NC(=O)NCC2Cn3cccc3C(=O)N2C)c1 (stereo not given)	17%
Cc1noc(NS(=O)(=O)c2ccc(NC(=O)c3oc4ccc(F)cc4c3C)cc2)c1C	7%
C=CCNC(=O)COC(=O)c1cc(-c2ccc(C)o2)nc2ccccc12	?
O=C1NCCCCCCN(C(=O)Nc2ccc(F)cc2)[C@H]2CCC[C@@H]12	-8%
Cc1cc(C(=O)NCc2ccc(N(C)C)nc2)on1	15%
CCC(=O)N1CCc2c(C(=O)NCc3ccc(OC)cc3)cccc21	4%
O=C(CSc1nc2c(cnn2-c2ccc(F)cc2)c(=O)[nH]1)Nc1ccc(Br)cc1	-8%
COc1cc(NC(=O)CC2CCCN(c3cnn(C)c(=O)c3)C2)cc(OC)c1 (stereo not given)	-5%
O=C(c1ccc(F)c(F)c1)N1CCCC(c2noc(COc3ccccc3F)n2)C1 (stereo not given)	14%
CC(C)NC(=O)C1CCC(Cn2c(=O)c3sccc3n(Cc3ccc(F)cc3)c2=O)CC1 (stereo not given)	1%
CC(C)C(=O)NC1CCC(c2ccccc2)CC1 (stereo not given)	22%
O=C(C1CCc2ncc(-c3ccsc3)n2C1)N1CCN(c2ccccn2)CC1 (stereo not given)	25µM*
Fc1ccccc1CSCc1nc2ccccc2[nH]1	-10%
COc1ccc(NC(=O)CN(Cc2ccc3c(c2)OCO3)C2CCCC2)cc1	7%
O=C(c1ncn[nH]1)N1CCc2ccc(S(=O)(=O)NCC3CCCO3)cc2C1 (stereo not given)	4%
COc1ccc(-c2nc(C)nc3c2CCN(C(=O)c2ccccn2)CC3)cc1	-14%
Cc1nc2cc(NC(=O)c3nn(Cc4ccccc4)c(=O)c4ccccc34)ccc2o1	-21%
O=C(OCc1cccc(Cl)c1)c1ccccc1F	-7%
Cc1nc(-c2ccc(C)c(N3CCN(C(=O)Nc4ccc(Br)cc4)CC3)c2)no1	?
CC(C)CCNC(=O)CN1C(=O)NC2(CCCCC2)C1=O	9%
COCC(=O)N1CCN(C(C)=O)C[C@@H]1C(=O)N[C@H](C)C(=O)OC	0%[86.2 µM]
CCCN(CC1CCOC1)C(=O)Nc1ccccc1C (stereo not given)	-17%
CC1(c2ccccc2)N(Cc2cccnc2)C(=O)OC12CCN(Cc1ccccc1O)CC2 (stereo not given)	12%
O=C(COc1ccc(Cl)cc1)Nc1nnc(S(=O)(=O)N2CCCCCC2)s1	-15%
CC(C)C(=O)Nc1ccc(N(C)C)cc1	17%
CCc1ccccc1NC(=O)c1cc(C)nc2ccccc12	4%
Cn1cc(CC(=O)N2CCCc3ncc(C(=O)NCCc4ccccn4)cc32)c2ccccc21	-28%
COc1cc(/C=C/C(=O)O)cc(Br)c1OC	9%
COc1cccc(CNC(=O)CCC(=O)N2CC(C)Sc3ccccc32)c1 (stereo not given)	-6%
CCCCN(C)S(=O)(=O)c1ccc(C(=O)Nc2sc3c(c2C(=O)OCC)CCN(C(C)C)C3)cc1	?
Cc1cccc(C(=O)NNC(=S)NC(=O)/C=C/c2cccs2)c1	?
O=C(NC1Cc2ccccc2C1)c1ccccc1	5%
CCNC(=O)COc1ncnc2ccc(Br)cc12	21%
FC(F)(F)c1cc(-c2ccco2)nc2c(-c3ccc(Cl)cc3)cnn12	12%
O=C(C1CCC1)N1CCN(Cc2ccccc2)CC(O)C1 (stereo not given)	?
Cc1ccc(S(=O)(=O)N2CCC(n3cnnc3-c3ccccc3)CC2)cc1C	10%
CN(Cc1ccc2ccccc2c1)C(=O)Cc1n[nH]c(=O)c2ccccc12	-14%
COC(=O)c1ccccc1C(=O)O	13%
CNC(=O)c1ccc(CC2CCN(C(C)=O)CC2)cc1	5%

Five records drawn at random from the list so far:
canonical_smiles	KDM5B inhibitor
CCNC(=O)COc1ncnc2ccc(Br)cc12	21%
O=C(NC1Cc2ccccc2C1)c1ccccc1	5%
CCCCN(C)S(=O)(=O)c1ccc(C(=O)Nc2sc3c(c2C(=O)OCC)CCN(C(C)C)C3)cc1	?
CNC(=O)c1ccc(CC2CCN(C(C)=O)CC2)cc1	5%
Cc1ccc(S(=O)(=O)N2CCC(n3cnnc3-c3ccccc3)CC2)cc1C	10%

Next part.
canonical_smiles	KDM5B inhibitor
Cc1noc(C2CCCCCN2C(=O)Nc2cccc(F)c2)n1 (stereo not given)	-8%
CCCC1C=CCN1C(=O)c1coc(CN2CCN(c3ccccc3F)CC2)n1 (stereo not given)	?
CC(C)OP(=O)(OC(C)C)/C(C=O)=N\Nc1ccc([N+](=O)[O-])cc1	-5%
O=C(Nc1ccc(F)cc1F)C1CCCN1S(=O)(=O)c1cccc2nsnc12 (stereo not given)	5%[11.5 µM]
COc1ccc(S(=O)(=O)N2CC[C@H](CNC(C)=O)[C@H](N(C)C)C2)cc1	-1%
O=C(O)c1sccc1-c1ccccc1	21%
Cc1ccccc1NC(=O)CCc1ncc(-c2c(F)cccc2F)o1	14%
CCOC(=O)N1CCN(C2CCCN(C(=O)c3ccccc3N(C)C)C2)CC1 (stereo not given)	15%
COc1ccc(C(=O)N2CCC3(CC2)NC(=O)N(Cc2ccccc2)C3=O)c(OC)c1	16%
Cc1ccc(C(=O)N2CCN(c3oc(-c4cccs4)nc3C#N)CC2)cc1	i
Cc1ccc2[nH]c(=O)c(CN(C(=O)c3cccnc3)C3CCCCC3)cc2c1	?
